High-throughput results from PubChem.
Casp6 inh – blocks human caspase-6 cleavage activity. P55212. purified caspase-6, Z-VEID-R110 cleavage fluorescence. inhibition, % at 12.5 µM. hit rate 0.53% among 350,000. AID 686996;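 active means mean inhibition across replicates at least about 35%, with every replicate also reaching that limit, limit read from the data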;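 further: 0% = median of neutral control wells and 100% = no fluorescence left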
Target sequence (P55212 24-179 limits assumed): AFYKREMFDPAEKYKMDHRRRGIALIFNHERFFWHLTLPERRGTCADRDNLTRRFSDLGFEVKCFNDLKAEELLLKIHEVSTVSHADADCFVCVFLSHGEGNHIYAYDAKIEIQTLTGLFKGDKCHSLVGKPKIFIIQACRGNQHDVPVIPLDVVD
Target sequence (P55212 194-293 limits assumed): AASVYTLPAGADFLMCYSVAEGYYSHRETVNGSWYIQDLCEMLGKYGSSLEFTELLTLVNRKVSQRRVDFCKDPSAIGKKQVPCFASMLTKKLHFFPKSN
LGR2 inh – Drosophila LGR2 receptor signaling inhibition; HEK293 LGR2, CRE-luciferase, bursicon-stimulated, 4 h; AID 720647; inhibition, % at 9.99 µM; hit rate 0.35% among 380,000;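 active means drop in luminescence signal, shown as inhibition above about 50% in the replicate tests, limit read from the data, passing the limit was not always enough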;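 further: agonist challenge used bursicon conditioned medium at about half maximal strength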
C2C12 statin – protects C2C12 myotubes from simvastatin toxicity; hit rate 0.78% among 330,000; rescue of ATP level, % at 7.49 µM; AID 602340; ATP luminescence, 48 h; scaled: DMSO 0, geranylgeraniol control 100;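 active means mean ATP rescue above about 67%, or every replicate alone reaching that limit, limit read from the data, passing the limit was not always enough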;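 further: myotubes were challenged with 10 µM simvastatin during compound exposure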
esBAF inh – inhibitors of esBAF chromatin remodeling in mouse ES cells; Bmi1-luciferase knock-in reporter, 24 h; 100% = twice the neutral-well signal; reporter increase, % at 12.5 µM; hit rate 2% among 350,000; AID 602393; in the data active means activation above about 40%;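 further: 0% = median of the plate's neutral control wells and 100% = double that signal; a rise in the Bmi1 reporter signal indicates esBAF inhibition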
SIRT5 block – sirtuin-5 (human) deacylase inhibition. AID 652115. Q9NXA8. Purified SirT5, succinyl-peptide AMC, trypsin-coupled fluorescence. hit rate 1.1% among 330,000. inhibition, % at 15 µM; in the data active means inhibition above about 15%
Target sequence (Q9NXA8 whole entry, looked up): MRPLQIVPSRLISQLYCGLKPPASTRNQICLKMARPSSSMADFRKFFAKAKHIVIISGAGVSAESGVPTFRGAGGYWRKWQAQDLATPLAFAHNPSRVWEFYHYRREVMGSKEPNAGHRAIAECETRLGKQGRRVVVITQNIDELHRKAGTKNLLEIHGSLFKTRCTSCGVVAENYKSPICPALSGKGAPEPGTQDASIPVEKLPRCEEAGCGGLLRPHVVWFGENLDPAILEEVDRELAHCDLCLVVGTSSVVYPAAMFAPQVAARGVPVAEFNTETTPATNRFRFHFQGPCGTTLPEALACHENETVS
S100A4 inh HTS – inhibitors of human S100A4 binding to myosin IIA peptide | P26447 | S100A4/TAMRA-MyoIIA peptide fluorescence polarization | inhibition, % at 10.7 µM | hit rate 0.14% among 360,000;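 active means mean inhibition of at least 70% across replicates, with every replicate also reaching that level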
Target sequence (P26447 whole entry, looked up): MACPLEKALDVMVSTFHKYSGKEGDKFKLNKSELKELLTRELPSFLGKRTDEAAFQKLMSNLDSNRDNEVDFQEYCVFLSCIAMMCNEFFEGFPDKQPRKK
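Test system: S100A4 monomer protein. Medium: HEPES buffer with Ca2+, pH 7.2. Reagent: fluorescent myosin IIA peptide, 5 nM. Compound dosing: single-point compound testing. Timing: 5 min between mix addition and reading. Benchmarks: DMSO neutral and TFP positive wells.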
FN deposit inh – fibronectin deposition inhibition | AH1F fibroblasts, Alexa488-fibronectin deposition fluorescence, overnight | inhibition, % at 12.6 µM | hit rate 0.086% among 350,000 | AID 743247;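 active means mean inhibition across replicates of 30% or more, regardless of how many single replicates reach that level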;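 further: positive control wells lacked labelled fibronectin entirely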
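Material – AH1F fibroblast monolayer, labelled fibronectin deposition · Reagent – labelled fibronectin 24 nM · Timing – 1 h adhesion, overnight exposure · Measured by – fluorescence at 485 nm excitation, 525 nm emission · Read-out – inhibition of fibronectin deposition signal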
* marks the source's active call; other numbers are inactive results; x = no result given. Some of the compounds tested; count on the stated rates, not on these rows.

SMILES	Casp6 inh	LGR2 inh	C2C12 statin	esBAF inh	SIRT5 block	S100A4 inh HTS	FN deposit inh
COc1ccc(N2C(=O)c3n[nH]c(C(C)C)c3C2c2ccc(F)cc2)cc1 (stereo not given)	1	8	x	x	0	1	2
O=C(NC1CCCCC1)C(c1ccc2ncccc2c1)N(Cc1cccs1)C(=O)c1cccs1 (stereo not given)	x	11	-10	5	x	x	x
NC(=O)CSc1nnc(C2CC2)n1Cc1ccccc1	-1	x	10	-7	0	1	-6
CCOC(=O)N1CCN(C(=O)/C=C/c2ccc3c(c2)OCO3)CC1	1	3	x	x	0	0	x
NC(=O)CC(NC(=O)Cc1ccc(Cl)cc1)c1ccc(NC2CCCCC2)c([N+](=O)[O-])c1 (stereo not given)	-2	-21	-2	-1	x	-2	-10
CC(=O)Oc1ccc2c(=O)c(-c3ccccc3)coc2c1	2	-34	x	x	-3	1	x
COc1ccc2ccccc2c1C=NN1CCCCC1	0	-25	-4	-8	-8	-7	7
COc1cc(CNCc2ccccc2C(F)(F)F)cc(OC)c1	-2	-3	x	x	-1	2	7
COc1ccc2c3c([nH]c2c1)[C@@H](CO)N(Cc1nccs1)CC31CN(C(=O)C2CCCC2)C1	1	-5	x	x	4	-5	x
O=C(CN1c2ccccc2S(=O)(=O)c2ccccc21)Nc1ccccc1F	-4	8	-10	3	-1	9	9
COc1ccc(-n2cnnc2SCc2ncc(-c3ccccc3)o2)cc1	x	x	20	-2	x	x	-4
Cc1ccc(C)c(NC(=O)CC2Sc3ccccc3NC2=O)c1 (stereo not given)	-1	23	x	x	x	-3	x
Cc1ccc2nc(-c3ccccc3)c(-c3ccccc3)nc2c1	0	13	x	x	-1	-4	-6
CC(/C=N\NC(=O)Cn1cncn1)=C/c1ccc(C(C)C)cc1	2	-17	x	x	-1	6	0
O=C(O)Cc1c(-c2ccccc2Cl)c2cc(Br)ccc2[nH]c1=O	-1	10	9	-5	1	0	2
CC(=O)c1sc(C(C)(C)C)cc1NC(=O)c1ccccc1C(=O)O	2	3	2	-8	-3	3	-14
Cc1cc(C)c(NC(=O)COC(=O)c2nc3nccc(C)n3n2)c(Cl)c1	-3	8	-1	-6	-4	5	2
O=C(CSc1ccccc1)Nc1ccc(NC(=O)c2ccco2)cc1	3	-9	0	14	-2	1	x
COc1ccc(S(=O)(=O)Nc2cccc(S(=O)(=O)N3CCCC3)c2)cc1OC	0	6	1	-1	-4	-3	-5
Cc1ccc2nsnc2c1NC(=O)c1ccc2c(c1)OCCO2	-5	-16	14	1	-3	-1	x
Nc1ccn([C@@H]2O[C@H](C(=O)N[C@H](Cc3ccccc3)C(=O)NCC(F)(F)F)[C@@H](O)[C@H]2O)c(=O)n1	-2	3	x	x	2	-3	0
Cc1cccc(-c2ccc([C@H]3[C@H]4CN(Cc5ccncc5)CCCCN4[C@H]3CO)cc2)c1	0	1	x	x	1	-9	x
CC(=O)Nc1ccc(NC(=O)C(C)OC(=O)c2ccc(N(C)C)cc2)cc1 (stereo not given)	-2	-2	5	1	-6	-3	6
Cc1cc(S(=O)(=O)NCCCN2CCOCC2)c(Cl)cc1Cl	-4	-14	12	-8	1	-8	-5
Cc1ccc(S(=O)(=O)N[C@@H]2CC[C@H](CC(=O)NCCN3CCCCC3)O[C@@H]2CO)cc1	-8	12	-2	2	1	-5	-6
CC(=O)NC(Cc1c[nH]c2ccccc12)C(=O)NCCc1ccccn1 (stereo not given)	2	-6	8	-8	0	-12	-2
Cc1ccc(NC(=S)Nc2cccc(-c3n[nH]c(=S)o3)c2)cc1	4	-61	0	19	4	4	-1
O=C(C[C@@H]1CC[C@@H]2[C@H](COC[C@H](O)CN2C(=O)c2ccccc2F)O1)N1CCCCC1	-2	6	1	-3	3	2	1
COc1ccccc1CNC(=O)C[C@@H]1CC[C@@H]2[C@H](COc3ccc(NS(=O)(=O)c4ccc(C)cc4)cc3C(=O)N2C)O1	0	4	17	1	2	3	2
C/C(=N\NC(=O)c1ccc(NS(=O)(=O)c2cccs2)cc1)c1ccc(C(C)(C)C)cc1	5	-18	x	x	1	-3	8
COc1ccc(C(=O)C2CCCN(C(=O)c3ccnn3C)C2)c(C)c1 (stereo not given)	1	20	x	x	0	2	5
O=C(CSc1cccc[n+]1[O-])Nc1ccc(Br)cc1Br	-2	2	-5	-4	-7	-3	1
O=C(NC1(Cc2ccccc2)CCN(Cc2ccc(-c3ccccc3)cc2)C1=O)c1ccccc1 (stereo not given)	10	56*	-180	-3	x	5	-6
CN(C)CC(=O)N1[C@H](C#N)[C@@H](c2ccc(C#CC3CC3)cc2)[C@H]1CO	-4	-2	12	3	2	-2	8
COc1ccc(-c2cc(C(=O)Nc3cc(C)n(Cc4ccc(Cl)cc4)n3)no2)cc1OC	7	19	-3	8	0	-2	x
O=C(Nc1cccc(Cl)c1)c1cc2c(=O)n3ccccc3nc2s1	-3	-1	x	x	0	0	12
C[C@@H]1CN([C@@H](C)CO)C(=O)c2cc(NS(=O)(=O)c3ccc(Cl)cc3)ccc2O[C@@H](C)CCCCO[C@H]1CN(C)C(=O)C1CCCCC1	7	6	x	8	0	-47	-7
CCOC(=O)Cn1c(=O)oc2cc(S(=O)(=O)NCCC(C)C)ccc21	1	-16	7	-47	-4	-3	5
O=C(CS(=O)(=O)Cc1ccccc1)NCc1ccccc1Cl	2	1	x	x	-1	21	6
CN(C(=O)c1cc(C(=O)N(C)c2ccccc2)cc([N+](=O)[O-])c1)c1ccccc1	2	21	-1	-3	-1	0	-5
CCS(=O)(=O)Nc1ccc2c(c1)C(=O)N(C)C[C@H](OC)[C@@H](C)CN(C(=O)NC(C)C)[C@H](C)CO2	x	20	-23	0	5	-14	0
COC(=O)[C@@]12C[C@@H](CC(=O)NCc3ccc(C)o3)C(=O)N(CCc3ccc(OC)c(OC)c3)C1=CCC(C)(C)C2	-1	6	x	x	4	33	x
CN(C)CCCN=Cc1c(-c2ccccc2)[nH]n(-c2nc3ccccc3s2)c1=O	-59	x	9	-21	0	-4	-2
CN(C(=O)c1ccc2ccccc2c1)c1ccccn1	2	0	-3	7	-2	-2	-3
CCN(CC)S(=O)(=O)c1ccc(C)c(NC(=O)CN2C(=O)NC3(CCCC3)C2=O)c1	-3	-2	-6	-6	-3	21	4
CNC[C@H]1Oc2ccc(NC(=O)CCN3CCOCC3)cc2CC(=O)N([C@@H](C)CO)C[C@@H]1C	-1	23	-7	-2	x	10	4
C[C@@H]1CCCCO[C@H](CN(C)Cc2ccncc2)[C@H](C)CN([C@H](C)CO)C(=O)c2cc(NS(=O)(=O)c3ccc(F)cc3)ccc2O1	2	-4	x	4	5	-8	-3
CN(C)C(=O)c1cccc(-c2ccc([C@H]3[C@@H](CO)N4C(=O)CN(C(=O)C5CCCC5)C[C@@H]34)cc2)c1	-1	-13	x	x	5	8	-3
CCc1ccc(C#CC2=CC(=O)CC(C)(C)C2)cc1	4	-10	12	61*	-5	-1	0
CCOC(=O)N1CCN(C(=O)c2ccc(N(Cc3ccccc3)S(C)(=O)=O)cc2)CC1	x	x	0	2	x	x	9
CC(=O)N/C(=C/c1ccc2c(c1)OCO2)C(=O)N1CCOCC1	-4	0	-3	5	7	-2	2
COc1ccc(NC(=O)CSCC(=O)Nc2ccccc2C(=O)N2CCCCC2)cc1	1	-10	8	2	3	6	9
Cc1cc(C)n2nc(SCC(=O)N(CCC#N)c3ccccc3F)nc2n1	0	0	9	-6	-3	1	2
CNC(=O)C[C@@H]1CC[C@@H]2[C@H](COc3ccc(NC(=O)c4cnccn4)cc3C(=O)N2C)O1	x	3	-3	2	x	x	-3
CCn1c(-c2cc(OC)c(OC)c(OC)c2)n[nH]c1=S	x	x	-17	-10	x	x	1
COc1cc(/C=C2\SC(=S)N(N3CCOCC3)C2=O)ccc1O	-2	-14	-7	3	1	1	-9
CCn1nc(C)cc1C(=O)N1CCCC(N(C)CCc2ccc(OC)c(OC)c2)C1 (stereo not given)	-3	-15	3	-4	7	5	x
COc1ccc(NC2CCCN(C(=O)CCN3CCOCC3)C2)cc1 (stereo not given)	2	3	3	1	-1	-2	-7
CC(C)(C)c1ccc(C(=O)N2CCN(CCNC(=O)C(=O)NCc3ccccc3)CC2)cc1	-1	x	x	x	-2	0	6
Oc1ccc(Cl)cc1CNc1ccccn1	0	-17	12	24	-1	-5	0

Given with two lines to a compound: 15 of the compounds above.
Results follow in this order: Casp6 inh	LGR2 inh	C2C12 statin	esBAF inh	SIRT5 block	S100A4 inh HTS	FN deposit inh
CN(C)CCCN=Cc1c(-c2ccccc2)[nH]n(-c2nc3ccccc3s2)c1=O
  -59	x	9	-21	0	-4	-2
CN(C(=O)c1ccc2ccccc2c1)c1ccccn1
  2	0	-3	7	-2	-2	-3
CCN(CC)S(=O)(=O)c1ccc(C)c(NC(=O)CN2C(=O)NC3(CCCC3)C2=O)c1
  -3	-2	-6	-6	-3	21	4
CNC[C@H]1Oc2ccc(NC(=O)CCN3CCOCC3)cc2CC(=O)N([C@@H](C)CO)C[C@@H]1C
  -1	23	-7	-2	x	10	4
C[C@@H]1CCCCO[C@H](CN(C)Cc2ccncc2)[C@H](C)CN([C@H](C)CO)C(=O)c2cc(NS(=O)(=O)c3ccc(F)cc3)ccc2O1
  2	-4	x	4	5	-8	-3
CN(C)C(=O)c1cccc(-c2ccc([C@H]3[C@@H](CO)N4C(=O)CN(C(=O)C5CCCC5)C[C@@H]34)cc2)c1
  -1	-13	x	x	5	8	-3
CCc1ccc(C#CC2=CC(=O)CC(C)(C)C2)cc1
  4	-10	12	61*	-5	-1	0
CCOC(=O)N1CCN(C(=O)c2ccc(N(Cc3ccccc3)S(C)(=O)=O)cc2)CC1
  x	x	0	2	x	x	9
CC(=O)N/C(=C/c1ccc2c(c1)OCO2)C(=O)N1CCOCC1
  -4	0	-3	5	7	-2	2
COc1ccc(NC(=O)CSCC(=O)Nc2ccccc2C(=O)N2CCCCC2)cc1
  1	-10	8	2	3	6	9
Cc1cc(C)n2nc(SCC(=O)N(CCC#N)c3ccccc3F)nc2n1
  0	0	9	-6	-3	1	2
CNC(=O)C[C@@H]1CC[C@@H]2[C@H](COc3ccc(NC(=O)c4cnccn4)cc3C(=O)N2C)O1
  x	3	-3	2	x	x	-3
CCn1c(-c2cc(OC)c(OC)c(OC)c2)n[nH]c1=S
  x	x	-17	-10	x	x	1
COc1cc(/C=C2\SC(=S)N(N3CCOCC3)C2=O)ccc1O
  -2	-14	-7	3	1	1	-9
CCn1nc(C)cc1C(=O)N1CCCC(N(C)CCc2ccc(OC)c(OC)c2)C1 (stereo not given)
  -3	-15	3	-4	7	5	x

Continuation.
SMILES	Casp6 inh	LGR2 inh	C2C12 statin	esBAF inh	SIRT5 block	S100A4 inh HTS	FN deposit inh
O=C(C[C@@H]1C=C[C@H](NC(=O)Nc2ccc3c(c2)OCO3)[C@H](CO)O1)NCc1ccc2c(c1)OCO2	-4	14	12	12	-2	2	x
C/C=C/Cn1c(N(C)Cc2ccccc2)nc2c1c(=O)[nH]c(=O)n2C	-1	-5	13	-5	x	-8	1
COCC(=O)N(C)C[C@@H]1Oc2cc(C#C[C@H](C)O)ccc2S(=O)(=O)N([C@H](C)CO)C[C@@H]1C	2	24	-1	1	-6	-26	3
CC12CCCCC1NS(=O)(=O)OC2 (stereo not given)	x	14	6	-1	x	x	3
COc1ccc(N(CC(=O)N2CCC(C)CC2)S(=O)(=O)c2c(C)nn(C)c2C)cc1	-2	x	-8	9	-5	-6	12
